LDHA block: blocks human lactate dehydrogenase A; P00338; purified LDHA, NADH/diaphorase-resazurin fluorescence; stronger effect = lower value; activity change, % (values are at about 110 or 230 µM); 480,000 compounds, 0.15% hits; in the data active means activity change below about -30%; inconclusive means mostly about -25% to -30%;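 further: plate controls were DMSO wells for no effect and wells without enzyme for full effect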
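LDH5 2 nM; NADH 0.06 mM, pyruvate 0.2 mM; 200 mM Tris pH 7.4, EDTA, Tween-20; 5 min RT. Detection: diaphorase 0.133 mg/mL + resazurin 37 µM, fluorescence ex540/em590 at 0 and 20 min; normalized to enzyme-free and DMSO wells.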
Starred values were filed as active, the others as inactive; ? = inconclusive.

Structure	LDHA block
O=C(Nc1ccccc1Cl)c1cnc(N2CCOCC2)c2ccccc12	0.0
Cc1nc(C)c(CCC(=O)Nc2ccccc2F)c(=O)[nH]1	-0.3
CN(Cc1nc2ccccc2n1C(F)F)S(=O)(=O)c1cc(Cl)ccc1Cl	10.6
O=C(CSc1ncc(-c2cccc(Br)c2)o1)NC1CCCCC1	-12.5
O=C(O)c1ccc(F)c(S(=O)(=O)N2CCC2)c1	-10.6
CCn1nc(C(=O)Nc2ccc(I)cc2C)c2ccccc2c1=O	-3.3
CCCCNC(=O)c1c(N)[nH]c(C(=O)c2ccccc2)c1-c1ccc(Cl)cc1	3.3
Cc1nc2cc(Cl)ccc2cc1C(=O)NC1CCS(=O)(=O)C1 (stereo not drawn)	0.2
Cc1ccn2c(=O)cc(CSc3ccc4ccccc4n3)nc2c1	14.6
O=S(=O)(Nc1nc2ccccc2nc1Nc1cccc(Cl)c1)c1cccs1	6.7
CC(=O)c1cc(F)c(N2CCN(C(=O)c3c(F)cccc3F)CC2)cc1C	1.4
Cc1cccc(C)c1NC(=O)C(C)N1CCN(C(=O)c2cccs2)CC1 (stereo not drawn)	-5.3
Cc1cccc(NC(=O)COC(=O)CCc2nc3ccccc3s2)c1C	-1.4
O=C1Cc2cc(-c3csc(Nc4ccc(F)cc4)n3)ccc2N1	-4.2
Cc1nnc(N2CCN(c3ccccc3)CC2)c2c1nnn2Cc1ccccc1Cl	-0.7
C=CCNC(=O)NC(=O)CN1CCc2ccccc2C1	-7.1
Nc1nccnc1C(=O)NCCc1ccsc1	0.1
COc1ccc(C(=O)c2sc(NCc3ccccc3)nc2N)cc1	12.4
CCC(Sc1nc2nccnc2c(=O)n1Cc1ccc(OC)cc1)C(=O)NCc1ccc(C)cc1 (stereo not drawn)	?
O=C(NCC(=O)N1CCN(CC(=O)N2CCCC2)CC1)c1ccc(N2CCCC2=O)cc1	-6.8
C#CCn1c(O)c(/C=C2/C=Nc3ccccc32)sc1=O	-2.1
CC(C)(C)c1noc(CN2CCN(C(=O)c3cccs3)CC2)n1	4.2
Cc1ccc(C(CC(=O)O)NC(=O)c2ccccc2C(F)(F)F)cc1 (stereo not drawn)	-0.9
O=C(Nc1ccc(Cl)cc1)Nc1nnc(COc2ccc(Cl)cc2)s1	3.4
COCCn1c(SCC(=O)N(C)CCOc2ccc(Cl)cc2)nnc1-c1ccccc1	-4.8
Cc1cc(/C=C(/C#N)c2nc3ccccc3n2C)cc(C)c1O	-32.2*
Cc1ccc(NC(=O)c2nn(Cc3ccccc3)c(=O)c3ccccc23)cc1	-2.5
O=C(Nc1ccnn1Cc1cccc(Cl)c1)C1CCN(S(=O)(=O)c2ccc(Cl)cc2)CC1	7.2
Cc1ccc(C(=O)OCC(=O)c2ccco2)s1	7.2
Cc1cccc(C)c1OCC(=O)Nc1ccccc1C(=O)O	-2.0
COc1ccc(Cc2nnc(SCC(=O)Nc3ccc(Br)c(C)c3C)n2C)cc1	1.8
Cc1oc(-c2ccccc2)nc1C(=O)OCC(=O)N1CCC(C)CC1	-5.0
S=C(NCc1ccccc1)Nc1ccc(Cl)c(Cl)c1	1.2
COc1cccc(C(=O)Oc2ccc(-c3ccc(C)cc3)cc2)c1	1.9
COc1ccc(-c2c(C)c3cc(OC(C)=O)ccc3oc2=O)cc1OC	18.4
O=C(O)C(c1c[nH]c2ccccc12)N1CCN(C/C=C/c2ccccc2)CC1 (stereo not drawn)	2.2
CC1CCN(c2oc(COc3ccccc3F)nc2C#N)CC1	-4.0
COc1ccccc1Cc1nnc(NC(=O)c2ccc(NC(=O)C(C)C)cc2)s1	0.0
CC(C(=O)Nc1ccc(F)cc1)N1CCN(C(=O)c2cccs2)CC1 (stereo not drawn)	-17.7
O=C(O)c1ccc(COc2ccccc2/C=N/O)cc1	0.3
Brc1ccc(CNCCCn2ccnc2)cc1	0.0
Brc1ccc(C=Nc2cccc3ccccc23)cc1	-18.0
CCn1nc(C(=O)N(Cc2ccccc2)c2c(N)n(CCOC)c(=O)[nH]c2=O)c2ccccc2c1=O	0.1
CCN(CC)C(=O)Oc1ccc2c(=O)c(Oc3ccc(C(=O)OC)cc3)coc2c1	-1.5
CCOc1ccc(NC(=O)CCc2nc(-c3ccc(C)n(C(C)C)c3=O)no2)cc1	5.2

Single entries from the list:
CC1CCN(c2oc(COc3ccccc3F)nc2C#N)CC1 in LDHA block has -4.0
CCN(CC)C(=O)Oc1ccc2c(=O)c(Oc3ccc(C(=O)OC)cc3)coc2c1 in LDHA block has -1.5
COc1cccc(C(=O)Oc2ccc(-c3ccc(C)cc3)cc2)c1 in LDHA block has 1.9
COc1ccc(Cc2nnc(SCC(=O)Nc3ccc(Br)c(C)c3C)n2C)cc1 in LDHA block has 1.8
CC(C(=O)Nc1ccc(F)cc1)N1CCN(C(=O)c2cccs2)CC1 (stereo not drawn) in LDHA block has -17.7

Other records.
Structure	LDHA block
Cc1ccccc1C(=O)Nc1ccc2oc(-c3ccccc3F)nc2c1	0.8
O=C(Cn1c(=O)[nH]c2ccccc2c1=O)N1CCN(c2ccccc2F)CC1	-3.4
CCOc1cc(C(=O)NCc2n[nH]c(=O)c3ccccc23)cc(OCC)c1OCC	-7.8
COc1ccc(OC)c(NC(=O)c2cnc(N3CCOCC3)c3ccccc23)c1	2.8
O=C(NNC(=O)C1CCCC1)c1cccc2ncccc12	0.9
CS(=O)(=O)CCN1CCN(c2ccccc2O)CC1	44.0
CCSc1nc2n(n1)C(c1ccc(O)c(OC)c1)C1=C(CC(C)(C)CC1=O)N2 (stereo not drawn)	4.1
CCN(CC)S(=O)(=O)c1cc(C)ccc1N	9.3
CC(C)Cn1cnc2c1c(=O)n(CC(=O)Nc1ccc3c(c1)OCCO3)c(=O)n2Cc1ccccc1	7.5
COc1cc(NC(=O)c2ccc(Cn3cc(Br)cn3)cc2)ccc1OC(F)F	-0.1
O=C(Nc1ccccc1)N1CCC(N2CCN(Cc3ccccn3)C(=O)C2=O)CC1	9.0
Cc1ccc2cccc(NC(=O)COc3ccc(C(C)C)cc3)c2n1	-7.2
CC(C)n1nc(C(=O)OCC(=O)Nc2ccccc2Cl)c2ccccc2c1=O	-15.7
Cc1ccc(C)c(Sc2ccc(NC(=O)C3CCC(C(C)(C)C)CC3)cc2)c1 (stereo not drawn)	7.0
CCc1cccc2c(C(=O)C(Nc3cccc(CO)c3)c3ccccc3)c[nH]c12 (stereo not drawn)	-1.3

The results go on.
SMILES	LDHA block
COC(=O)c1ccc(C)c(NC(=O)N2CCc3[nH]cnc3C2c2cccc(F)c2F)c1 (stereo not drawn)	5.1
CC(C)NC(=O)Nc1ccc(-c2noc(-c3cccs3)n2)cc1	1.7
CC(=O)N1C(NC2CCCCC2)CC(C)N1c1ccccc1 (stereo not drawn)	4.8
NC(=O)c1ccc(OCc2coc(-c3cccc(F)c3)n2)cc1	-11.4
NS(=O)(=O)c1cccs1	5.7
Cc1cccc(Cn2c(CN3CCOCC3)nc3c2c(=O)[nH]c(=O)n3C)c1	6.1
Cc1ccc(C2SCc3cc(C)c(C)cc3CS2)cc1	-9.5
CCN(c1ccccc1)S(=O)(=O)c1cccc(C(=O)NC2CC2)c1	4.8
C=C(C)Cn1c(NCCOC)nc2c1c(=O)n(C)c(=O)n2C	5.6
CCc1nnc(NC(=O)C2(c3cccc(F)c3)CCCC2)s1	6.7
CCOc1ccc(/C=C/c2nc(C#N)c(N3CCN(C)CC3)o2)cc1	-5.6
CCOc1ccc(S(=O)(=O)N(CC)CC(=O)NC2CC2)cc1Cl	-18.7
O=C(Nc1ccc2[nH]ccc2c1)c1csc(NC2CC2)n1	-8.9
Cc1cccc(C)c1NC(=O)CN(C)CC(=O)NC(=O)NCC(F)(F)F	-6.8
COc1ccc(CN(C(=O)c2cc(=O)c3ccc(C)cc3o2)C2CCS(=O)(=O)C2)cc1 (stereo not drawn)	-14.1
C=CCOC(=O)C(C#N)c1nc2ccccc2nc1N1CCN(C(c2ccccc2)c2ccccc2)CC1 (stereo not drawn)	-4.9
C/C(=N/Nc1ccc(S(N)(=O)=O)cc1[N+](=O)[O-])c1ccc(Br)s1	12.4
COn1c(=O)c(C)[n+]([O-])c2ccccc21	3.1
Cc1ccc(Cl)cc1N1CCN(Cc2nc3c([nH]2)c(=O)[nH]c(=O)n3C)CC1	6.4
Cn1c2ccncc2c2cc([N+](=O)[O-])ccc21	13.4
Cc1ccc2nc(-c3cc(NC(=O)c4cccc(Cl)c4)ccc3O)oc2c1	-16.3
O=C1NC[C@H](CCCCN2CCN(CC3CCCCC3)C(=O)C2=O)N(CCC2CCCCC2)C1=O	5.0
NC(=O)C1CCN(Cc2ncc(-c3ccccc3)o2)CC1	2.1
O=C(CCCCCCCC(=O)NCCCN1CCOCC1)NCCCN1CCOCC1	5.4
CCC(C)NC(=O)C1CCN(C(=O)C(C)(C)C)CC1 (stereo not drawn)	7.1
CN(CCCC#N)CC1COc2ccccc2O1 (stereo not drawn)	15.4
CCCCNC(=O)C(NC(=O)c1ccc(C)cc1)C(=O)c1ccccc1 (stereo not drawn)	-0.8
Cc1csc(NC(=O)CCc2ncc(-c3ccc(Cl)cc3Cl)o2)n1	-1.8
Cc1nc(-c2cccnc2)sc1CCNS(=O)(=O)c1cccs1	-0.7
COC(=O)COc1ccc2c(=O)c(Oc3cc(C)ccc3C)coc2c1	2.4
CCNC(=O)NC(=O)C(C)N1CCN(c2ccccc2Cl)CC1 (stereo not drawn)	-8.1
CCCCN1c2ccccc2S(=O)c2ccccc21	5.5
CCCc1cc(=O)oc2cc(OCC(=O)NCc3cccnc3)ccc12	0.4
Cc1ccccc1COc1ccccc1C=O	-3.5
Cc1sc(N)nc1-c1ccc(NC(=O)C(C)C)cc1	11.3
CCC(=O)NC(=S)Nc1cccc(C(=O)N(CC)CC)c1	-7.9
COc1ccc(C(=O)Nc2nc(-c3nnn(-c4ccccc4Br)c3C)ns2)cc1	10.2
O=C(O)c1cccc(OCc2nnnn2-c2ccc(Br)cc2)c1	3.9
Cc1ccc(-n2nc(C)c(=O)c(-c3ccccc3)c2NC(=O)c2ccco2)cc1C	-1.4
O=C(O)C1(c2ccc(Br)cc2)CCCCC1	2.0
CCOc1ccc(NS(=O)(=O)c2ccc(OCC(=O)NCc3ccc4c(c3)OCO4)c(C)c2)cc1	-1.4
O=C1CCCN1c1cccc(-c2csc(-c3ccsc3)n2)c1	-1.0
CCc1cccc2c(C(=O)CSc3nncn3C(C)C)c[nH]c12	8.6
CC(C)c1ccccc1NC(=O)COC(=O)c1cc(=O)c2ccccc2o1	-2.5
CCN(CC)S(=O)(=O)c1ccc(N2CCN(C)CC2)c(NC(=O)c2ccccc2F)c1	-6.9
CCOC(=O)[C@]12CCC=C1N(Cc1cccc3ccccc13)C(=O)[C@H](CC(=O)NCc1ccccc1)C2	3.1
O=S(=O)(Cc1ccccc1)CC1CC1(Cl)Cl (stereo not drawn)	9.4
CCOc1cc(C#N)ccc1OC(=O)c1ccccc1OC	18.2

5 compounds picked at random from the list so far, as already listed:
SMILES	LDHA block
O=C(Nc1ccccc1)N1CCC(N2CCN(Cc3ccccn3)C(=O)C2=O)CC1	9.0
CCOc1ccc(NS(=O)(=O)c2ccc(OCC(=O)NCc3ccc4c(c3)OCO4)c(C)c2)cc1	-1.4
CCc1nnc(NC(=O)C2(c3cccc(F)c3)CCCC2)s1	6.7
CCOC(=O)[C@]12CCC=C1N(Cc1cccc3ccccc13)C(=O)[C@H](CC(=O)NCc1ccccc1)C2	3.1
COc1ccc(-c2c(C)c3cc(OC(C)=O)ccc3oc2=O)cc1OC	18.4

(more compounds)
SMILES	LDHA block
CCCCC[C@H](C)N1C[C@@H](COCc2ccccc2)Oc2cc(N3CCC[C@H]3COC)ccc2S1(=O)=O	-2.5
CNC(=O)NC(=O)C(C)SC(C)c1ccc(F)cc1 (stereo not drawn)	7.8
Cc1ccc(NC(=O)c2ccc3c(c2)CCC3)cc1	7.8
Cc1ccc(-n2c(SCc3nnnn3-c3ccccc3)nnc2N2CCCCC2)cc1	9.7
CC(C)NC(=S)NN=C1CCCCCC1	1.7
CCOC(=O)c1ccc(NC(=O)COC(=O)c2cc(C)nc3ccccc23)cc1	-4.3
Cc1cccc(NC(=O)CN(C)C(=O)CCc2ncc(-c3ccccc3F)o2)c1C	-0.7
Cc1ccc(C(=O)c2ccccc2)cc1C	8.5
Cc1csc(NC(=O)CCc2ncc(-c3ccccc3F)o2)n1	3.5
COC(=O)c1c(NC(=O)CSc2ccccn2)sc2c1CCC2	23.1
Cc1ccc(C)c(Nc2nc(N3CCN(c4ccc(F)cc4)CC3)nc3nccnc23)c1	2.2
Cc1cc(C)c(NS(=O)(=O)c2ccc(N3C(=O)CCS3(=O)=O)cc2C)c(Cl)c1	4.2
O=C(OC/C=C/c1ccccc1)c1c[nH]c2ccccc12	9.6
COc1ccc(C(=O)Oc2ccccc2-c2ccccc2)cc1Br	4.7
COc1ccc(-c2ccc3ncnc(N(C)Cc4csc(C)n4)c3c2)cc1OC	-4.5
COc1ccc(NC(=O)Nc2ccc(-c3nnc(-c4ccccc4)o3)cc2)cc1F	-0.2
Cc1ccc(C)c(C(=O)CSc2nnnn2C)c1	2.0
O=C(CCc1c[nH]c2ccccc12)NCCSC(F)(F)F	-10.0
CC(CCc1ccccc1)NC(=O)CC1CC2CCC1C2 (stereo not drawn)	-6.4
Cc1ccc(C(=O)/C=C/c2c(C)n[nH]c2C)cc1C	?
CNC(=O)NC(=O)C(C)N1CCN(c2oc(C3CC3)nc2C#N)CC1 (stereo not drawn)	-8.2
CC(c1ccc(S(C)(=O)=O)cc1)N(C)C(=O)CCc1ncc(-c2ccccc2Cl)o1 (stereo not drawn)	0.9
COc1ccccc1CCNC(=O)c1sc(NC2CCCC2)nc1C	6.5
CC(NC(=O)c1cc(-c2ccc(Br)cc2)n[nH]1)c1ccc(F)cc1 (stereo not drawn)	-22.3

Bioassay records as filed in PubChem BioAssay.

Some of the compounds tested (hit frequency here may not be typical).
